# 14-3-3 PPI = 14-3-3 gamma protein interaction modulation | FP, 14-3-3gamma / TMR-pS259-Raf peptide binding | inhibition, % at 40 µM | 160,000 compounds, 0.19% hits | AID 422; in the data active means inhibition above about 30%;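 further: 0% = protein plus tracer without compound and 100% = blank with tracer alone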
# Target sequence (P61981 whole entry, looked up): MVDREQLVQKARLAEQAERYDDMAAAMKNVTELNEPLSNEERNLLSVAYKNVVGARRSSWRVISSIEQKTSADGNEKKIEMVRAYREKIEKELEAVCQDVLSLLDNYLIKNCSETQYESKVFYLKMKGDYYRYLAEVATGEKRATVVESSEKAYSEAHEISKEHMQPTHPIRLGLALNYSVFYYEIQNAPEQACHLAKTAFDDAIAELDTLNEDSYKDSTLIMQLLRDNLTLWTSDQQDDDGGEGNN
# * marks the source's active call; other numbers are inactive results; & = joins results of further samples. The list is partial; rates above refer to the full screens.
SMILES,14-3-3 PPI
COc1cccc(N2C(=O)CC(N3CCC(C(N)=O)(N4CCCCC4)CC3)C2=O)c1 (stereo not drawn),-11&7
Cc1ccc(C)c(-n2c(CNC(=O)c3ccco3)nnc2SCC(=O)Nc2nnc(C)s2)c1,0
Cc1ccc(NC(=O)C2CCCN(S(=O)(=O)c3cnc[nH]3)C2)c(Br)c1 (stereo not drawn),6
Cn1c(=O)c(C(=O)Nc2ccccc2F)c(O)c2ccccc21,-18
O=C(Cn1cnc2sc3c(c2c1=O)CCCC3)NCCCC(=O)N1CCN(c2ccccc2F)CC1,-2
O=C(OCC(=O)c1c[nH]c2ccccc12)c1ccco1,-10
Cc1cccc(Oc2coc3cc(OC(=O)c4cncc(Br)c4)ccc3c2=O)c1,-26
CCN1C(=O)C(O)(CC(=O)c2ccc3c4c(cccc24)CC3)c2ccccc21 (stereo not drawn),-7
CC1=C(C(=O)Nc2ccc(Cl)cc2)C(c2ccc(Br)cc2)NC(=S)N1 (stereo not drawn),-2
Cc1cc(C)c2oc(-c3ccc(C)c(NC(=O)c4ccc(F)cc4)c3)nc2c1,-22

# Filtered by structure, the entries above with nitrogen in an aromatic ring
SMILES,14-3-3 PPI
Cc1ccc(C)c(-n2c(CNC(=O)c3ccco3)nnc2SCC(=O)Nc2nnc(C)s2)c1,0
Cc1ccc(NC(=O)C2CCCN(S(=O)(=O)c3cnc[nH]3)C2)c(Br)c1 (stereo not drawn),6
Cn1c(=O)c(C(=O)Nc2ccccc2F)c(O)c2ccccc21,-18
O=C(Cn1cnc2sc3c(c2c1=O)CCCC3)NCCCC(=O)N1CCN(c2ccccc2F)CC1,-2
O=C(OCC(=O)c1c[nH]c2ccccc12)c1ccco1,-10
Cc1cccc(Oc2coc3cc(OC(=O)c4cncc(Br)c4)ccc3c2=O)c1,-26
Cc1cc(C)c2oc(-c3ccc(C)c(NC(=O)c4ccc(F)cc4)c3)nc2c1,-22

# Exported field by field: entries from further up
COc1cccc(N2C(=O)CC(N3CCC(C(N)=O)(N4CCCCC4)CC3)C2=O)c1 (stereo not drawn)
  14-3-3 PPI = -11&7
Cc1ccc(C)c(-n2c(CNC(=O)c3ccco3)nnc2SCC(=O)Nc2nnc(C)s2)c1
  14-3-3 PPI = 0
Cc1ccc(NC(=O)C2CCCN(S(=O)(=O)c3cnc[nH]3)C2)c(Br)c1 (stereo not drawn)
  14-3-3 PPI = 6

# Next part:
SMILES,14-3-3 PPI
Cc1cccc(-c2c3c(=O)n(C)c(=O)n(C)c3cn2-c2ccc(O)cc2)c1,-2
COc1ccc(OC)c(S(=O)(=O)NCCc2c(C)[nH]c3ccc(OC(F)(F)F)cc23)c1,0
NC(=O)CSc1nnc(COc2ccccc2)n1C1CCCCC1,2
Cc1ccc(NC(=O)C2CCN(S(=O)(=O)c3cccc4nonc34)CC2)cc1Cl,-55
O=C(c1ccccc1)N1N=C(C(F)(F)F)CC1(O)C(F)(F)F (stereo not drawn),-14
CC1=C(C(=O)Nc2nc3ccccc3s2)C(c2cccc(Br)c2)C2=C(CCCC2=O)N1 (stereo not drawn),-10
O=C(CSc1nc2ccccc2c(=O)n1Cc1ccccc1)NCCc1ccccc1,5
Cc1ccc(C(=O)C2C(c3ccccc3)C(C#N)(C#N)C3C=Cc4cc(Cl)ccc4N23)cc1 (stereo not drawn),-156
O=C(NCc1cccnc1)C1CCCCN1S(=O)(=O)c1ccc(F)cc1 (stereo not drawn),6
Cc1ccc(OCC(=O)Nc2ccc(S(=O)(=O)N3CCCCC3)cc2)cc1,-12
Cc1c(C(=O)Nc2ccc(S(N)(=O)=O)cc2)cccc1[N+](=O)[O-],4
CCN(CC)C(=O)C1=C(C)Nc2nnnn2C1c1cccnc1 (stereo not drawn),-4
O=C(NCCC1=CCCCC1)c1ccc(=O)oc1,18
CCCC(=O)N1CCN(S(=O)(=O)c2cccc([N+](=O)[O-])c2)CC1,-6
Cc1cccc(NC(=O)C23CCC(C)(/C(=N/O)C2)C3(C)C)c1 (stereo not drawn),-4
Cn1c(=O)oc2cc(S(=O)(=O)NC3CCCCCCC3)ccc21,8
COc1ccc(S(=O)(=O)N2CCC(C(=O)Nc3cccc4ccccc34)CC2)cc1OC,-8
Cc1[nH][nH]c(=O)c1C(c1ccccc1OCc1ccccc1)c1c(C)[nH][nH]c1=O,-5
CC(NC(=O)C1CCN(S(=O)(=O)c2cccc3nsnc23)CC1)c1ccccc1 (stereo not drawn),12
COC1CCCCC1NS(=O)(=O)c1ccccc1 (stereo not drawn),0

# Of the compounds above, 3 have an aryl methoxy group:
SMILES,14-3-3 PPI
COc1cccc(N2C(=O)CC(N3CCC(C(N)=O)(N4CCCCC4)CC3)C2=O)c1 (stereo not drawn),-11&7
COc1ccc(OC)c(S(=O)(=O)NCCc2c(C)[nH]c3ccc(OC(F)(F)F)cc23)c1,0
COc1ccc(S(=O)(=O)N2CCC(C(=O)Nc3cccc4ccccc34)CC2)cc1OC,-8

# More results:
SMILES,14-3-3 PPI
Cc1cc(C(=O)Nc2cc(Br)ccc2O)no1,-15
c1ccc(Cc2nnc3sc(-c4ccc5c(c4)OCCO5)nn23)cc1,-16
Cc1nn(C)c(C)c1CN(C)C(=O)c1cc(-c2ccccc2)nc2ccc(Br)cc12,-2
Cc1cc(C)c(S(=O)(=O)N2CCN(c3ccccn3)CC2)c(C)c1,-5
Cc1ccc2c(c1)C(c1ccccc1)N(C(=O)c1ccc(Br)cc1)CC(=O)N2 (stereo not drawn),-8
Cc1c(Cl)cccc1-c1ccc(C(=O)N2CCN(c3ccc([N+](=O)[O-])cc3Cl)CC2)o1,-12
CCCCn1c(CN2CCN(C(=O)OCC)CC2)nc2c1c(=O)[nH]c(=O)n2C,-2
CCc1ccc(S(=O)(=O)N2CCSC2c2cc(Br)ccc2OC)cc1 (stereo not drawn),1
Cc1ccccc1C(=O)Nc1ccc(S(=O)(=O)N2CCOCC2)cc1,2
CCOc1ccc(-n2c(N)c(C(=O)NCC3CCCO3)sc2=S)cc1 (stereo not drawn),-11
COC(=O)C1CN(S(=O)(=O)c2ccc(C)cc2)CCN1S(=O)(=O)c1ccc(C)cc1 (stereo not drawn),-9
Cc1ccc(NC(=O)c2ccccc2NC(=O)c2cc(=O)c3ccccc3o2)c(C(=O)c2ccccc2)c1,10
CC1(C)Cc2ccccc2-c2nnc(-c3cccc(O)c3)n21,-9
N/C(=N\c1nc2ccccc2o1)NC(=O)c1ccccc1N,-272
COc1ccc(C2C(C(N)=O)=C(C)Nc3ncnn32)cc1OC (stereo not drawn),-5
CCCCn1c(CN2CCN(c3cccc(Cl)c3)CC2)nc2c1c(=O)[nH]c(=O)n2C,-35
O=C(NCCC1=CCCCC1)c1ccc2c(c1)ncn2C1CCCC1,-263
Cn1c(=O)n(CC(=O)OCc2ccccc2)c(=O)c2c1nc1n2CCCN1C1CCCCC1,-7
CCCCOC(C)n1ccc(=O)[nH]c1=O (stereo not drawn),-10
N#Cc1ccc(Oc2ccc(NC(=O)c3ccc(Br)o3)cc2)cc1,-16

# As entered above:
# 14-3-3 PPI with O=C(c1ccccc1)N1N=C(C(F)(F)F)CC1(O)C(F)(F)F (stereo not drawn) reads -14
# 14-3-3 PPI with Cn1c(=O)c(C(=O)Nc2ccccc2F)c(O)c2ccccc21 reads -18

# Later entries.
SMILES,14-3-3 PPI
N=c1ccn(CC(=O)N2CCCc3ccccc32)c2ccccc12,-4
O=C(Nc1cccc(Cl)c1)C(Cc1ccccc1)NS(=O)(=O)c1cccs1 (stereo not drawn),-4
CC(=O)c1sc(NC(=O)c2cc(=O)c3ccccc3o2)nc1C,-8
COc1ccc(S(=O)(=O)N(CCCN2CCOCC2)Cc2ccc(OC)c(OC)c2)cc1,-4
Cc1ccccc1NC(=O)CC1SCCNC1=O (stereo not drawn),8
O=C(Nc1ccc(N=CC=Cc2cccc([N+](=O)[O-])c2)cc1)c1cccc(Cl)c1,-3
C=CCNC(=O)c1cc(=O)[nH]c2ccc(S(=O)(=O)N3CCC(C)CC3)cc12,-4
COc1ccc(NC(=O)c2oc3ccc(S(=O)(=O)N4CCC5(CC4)OCCO5)cc3c2C)cc1,-6
CC(C)c1nc(N2CCOCC2)c(C#N)c2c1CCC2,7
CCOC(=O)c1cn(-c2ccccc2)nc1-c1ccc(Br)cc1,1
CC(C)n1c(=N)c(C(=O)NC2CCCCC2)cc2c(=O)n3ccccc3nc21,-3
Cc1cc2n(n1)C(c1ccccc1)Nc1ccccc1-2 (stereo not drawn),-3
CCCc1cc(=O)[nH]c(SCC(=O)N2CCN(c3ccc(F)cc3)CC2)n1,3
O=C(CN1CCCN(S(=O)(=O)c2ccc(Br)s2)CC1)Nc1cccc2ccccc12,-34
CC1(C)CC(=O)c2cnn(-c3nc4ccccc4[nH]3)c2C1,1
CN(CC(=O)NCCC1=CCCCC1)S(=O)(=O)c1ccc2c(c1)CCC(=O)N2,6&-18
O=C1Nc2ccccc2C(O)(C(=O)NC2CCCCCCC2)N1c1ccc(Cl)cc1 (stereo not drawn),-8
Cc1oc2ccc(NS(=O)(=O)c3ccc4ccccc4c3)cc2c1C(=O)OC(C)C,-25
O=C(NCc1n[nH]c(=S)n1-c1ccc(Br)cc1)c1ccccc1,-1
CCOC(=O)c1c(CN2CCCC2)n(C2CCCCC2)c2cc(Br)c(O)cc12,-5
Cc1ccc(NC(=O)COC(=O)CN2CSCC2=O)cc1C,1
COc1ccccc1C1Oc2ccccc2C2CC(c3ccccc3)=NN21 (stereo not drawn),-18
Nc1c(C(=O)Nc2ccc(Oc3ccccc3)cc2)nnn1Cc1ccccc1,2
CCC(C)NC(=O)c1ccc2c(c1)N(Cc1cccc(F)c1)C(=O)c1ccccc1S2 (stereo not drawn),-56
CS(=O)(=O)N1CCCC(C(=O)NCCCN2CCc3ccccc3C2)C1 (stereo not drawn),2&2
Cc1nc2oc(C(=O)c3ccc(Br)cc3)c(N)c2c2c1COC(C)(C)C2,7
COc1cc(C2c3c(-c4ccc(F)cc4)n[nH]c3C(=O)N2c2ccccc2)ccc1O (stereo not drawn),2
COc1cccc(-n2c(=O)c3sccc3n(CC(=O)N3CCCC3)c2=O)c1,6
CC(C)C(=O)N1N=C(c2cccc(NS(C)(=O)=O)c2)CC1c1ccco1 (stereo not drawn),-28
Cc1cc(SCC(N)=O)nc(SCC(=O)c2ccccc2)n1,-2
Cn1c(SCC(N)=O)nnc1C1CCN(C(=O)NCc2ccccc2)CC1,-1
CCOc1ccc(C(=O)Nc2cccc(C)n2)cc1OCC,26
Cc1ccc(S(=O)(=O)NC(C)(C)CSc2ncccn2)cc1,11
Nc1ccc(Oc2ccc3c(c2)C(=O)N(c2ccccc2C(F)(F)F)C3=O)cc1,-1
COc1ccccc1C1CC(=O)Nc2cc3c(cc21)OCCO3 (stereo not drawn),-5
O=C(NCC1CCCC(CNC(=O)c2ccccc2I)C1)c1ccccc1I (stereo not drawn),-7
O=C(O)C(c1ccccc1)C1(O)CCCC1 (stereo not drawn),-4
CCOc1ccccc1-n1c(COc2ccccc2)nnc1SCC(N)=O,-10
COC(=O)C1=CN(C23CC4CC(CC(C4)C2)C3)C=C(C(=O)OC)C1c1ccc(Cl)s1,1
CN(C)S(=O)(=O)c1ccc(S(=O)(=O)N(CC(=O)Nc2ccccc2)CC2CCCO2)cc1 (stereo not drawn),3
Cn1c(=O)c2c(ncn2CCCc2ccccc2)n(C)c1=O,-6
CC(=O)N1CCc2cc(S(=O)(=O)CCC(=O)Nc3cc(C)ccc3C)ccc21,-4
Cc1ccc(C2C3=C(CCCC3=O)Nc3nc(SCc4ccc(Cl)cc4)[nH]c(=O)c32)cc1 (stereo not drawn),-6
CCCCCCn1c(C(C)O)nc2ccccc21 (stereo not drawn),6
COc1ccc(-c2nc3ccc(C(=O)N4CCCC4)cc3nc2-c2ccc(OC)cc2)cc1,1
CCN(CC)CC(O)Cn1c2c(c3cc(Cl)ccc31)CCCC2=O (stereo not drawn),-11
N#CCSc1nc2ccccc2c(=O)n1CCN1CCOCC1,-6
CC(=O)c1ccc(OC(=O)c2cc3cc(Br)ccc3oc2=O)cc1,-2
O=C(Cn1nnc(-c2ccc(F)cc2)n1)Nc1ccc(OC(F)(F)F)cc1,-7
O=S(=O)(NCCNS(=O)(=O)c1cccs1)c1cccs1,-5
# Next section
SMILES,14-3-3 PPI
O=C(CN1CCc2ccccc21)Nc1ccc2c(c1)OCO2,-4
CCC1CCc2c(sc(NC(=O)Cn3ccc([N+](=O)[O-])n3)c2C(=O)OC)C1 (stereo not drawn),-4
CCNc1nc(NCC)nc(OCCOC(C)=O)n1,-1
Cc1cc2ncc(-c3ccc(Cl)cc3)c(N)n2n1,-2
Cc1ccc(C2OC3(C(=O)c4ccccc4C3=O)C3C(=O)N(c4ccc(F)cc4)C(=O)C23)cc1 (stereo not drawn),-4
N#Cc1ccc(-c2ccncc2)nc1SCC(N)=O,1
COc1ccc(-c2cc(-c3ccccc3)c(C#N)c(SC3CCCCC3O)n2)cc1 (stereo not drawn),-6
Cc1cc(-n2ccnc2C)n2c(nc3ccccc32)c1C#N,-11
O=C(Cc1cccs1)N1CCC(c2nc3c(nnn3Cc3ccc(F)cc3)c(=O)[nH]2)CC1,-9
Cc1ccc(S(=O)(=O)Nc2nc3ccc(C(=O)N4CCCCC4)cc3s2)cc1,-10
COc1ccc(CCn2c(=N)c(C(=O)N3CCN(C)CC3)cc3c(=O)n4ccccc4nc32)cc1,-20
Cc1ccc(OCCSc2nc(N)cc(=O)[nH]2)cc1,-1
O=C(CN1C(=O)c2ccccc2C1=O)OCCO,-1
CCOC(=O)c1cnc(-c2cccc(OC)c2)[nH]c1=O,-2
CCOC(=O)CCn1nc(-c2ccccc2)cc1N,-4
Cc1ccc(CN2C(=O)c3ccccc3Sc3ccc(C(=O)NCCN(C)C)cc32)cc1,-2
OC(COCc1ccccc1)CN1CCCC1 (stereo not drawn),-6
CC(=O)Nc1ccc(S(=O)(=O)Nc2cccc(NC(=O)C(C)(C)C)c2)cc1,6
CCOC(=O)c1ccc(NC(=O)C2CC(=O)N(Cc3ccc(Cl)cc3)C(=Nc3ccccc3)S2)cc1 (stereo not drawn),-17
CCOC(=O)C1=C(c2ccccc2)SC(=C2C(=S)C(C)(C)Nc3cc(OCC)ccc32)S1,3
Cc1[nH]c2ccccc2c1C(Nc1ccccn1)c1cccs1 (stereo not drawn),-18
CCOC(=O)CSc1nc(N)c2c3c(sc2n1)CC(C(C)(C)C)CC3 (stereo not drawn),2
Cc1c(Cl)c([N+](=O)[O-])nn1CCCC(=O)Nc1sc2c(c1C(N)=O)CCCC2,-12
